NPC1 promoter act – activators of NPC1 promoter; Huh7 NPC1 promoter luciferase reporter, 24 h; 320,000 tested, 2.4% active; Potency, µM (series often up to 9.22 µM), for the others: at the highest dose activation, most hits filed as activators;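 also: % of control where 0% means no effect; nearly all actives have a fitted effect of over 60% in size; reporter is driven by a mutant NPC1 promoter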
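Huh7 reporter cells (NPC1 promoter driving luciferase) are dosed with compound for 24 h at 37 °C, 5% CO2; luciferase detection reagent is then added and luminescence measured after 10 min at ambient temperature.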
RORg inh – blocks mouse ROR gamma transcriptional activity | Potency, µM (top dose mostly 53.6 µM), inactives show at the highest dose activity change, negative = inhibition, most hits filed as inhibitors | P51450 | 310,000 tested, 5.4% active | AID 2551 | Drosophila S2 Gal4-RORgamma UAS-luciferase reporter, 20 h; also: % is scaled to controls: 0 for no effect and ±100 for the full control effect; nearly all actives have a fitted effect of over 60% in size
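Drosophila Schneider cells stably carrying a metallothionein-driven Gal4 DBD–ROR gamma fusion and a UAS-Photinus luciferase reporter were exposed to compound for 1 hr, then induced with copper sulfate (700 uM final) for 20 hr at ambient temperature before luminescence reading.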
MLL CXXC-DNA inh – MLL CXXC-DNA interaction inhibition | MLL-CXXC / FITC-HOXA9 DNA fluorescence polarization | Q03164 | 290,000 tested, 0.037% active | AID 2662 | Potency, µM (top dose mostly 115 µM), for inactives: top-dose activity change, negative = inhibition, usual class: inhibitors; active = well fitted inhibition curve with a large enough effect in the polarisation, with a control signal flat, not every such curve was filed as active; inconclusive = small, poorly fitted or top-dose-only effect, or effect the other way, or a change in a side signal; inactive = no such curve, though single readings can be large or run the other way; the % refers to the polarisation
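Steps: dispense CXXC domain solution (7 uM) → pin compounds or unlabeled HOX-A9 DNA control → 5 min ambient → add FLSN-HOX-A9 solution (50 nM) → spin → 30 min ambient → fluorescence polarization. Tris pH 7.5/NaCl/DTT/BSA buffer.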
uPA surface inh – inhibitors of cell surface uPA generation; cell surface uPA generation assay, qHTS; Potency, µM (titrated, usually from 38.3 µM), for inactives: top-dose activity change, negative = inhibition, actives largely listed as inhibitors; 330,000 tested, 0.31% active; AID 540303; active = well fitted inhibition curve with a large enough effect; inconclusive = small, poorly fitted or top-dose-only effect; inactive = no such curve, though single readings can be large or run the other way; tested in mouse RAW 264.7 cells; also: % is scaled to controls: 0 for no effect and ±100 for the full control effect; nearly all actives have a fitted effect of over 55% in size
BRCA1 expr act – BRCA1 expression activation; MCF7-BRCA1-FFLuc reporter, luminescence, 48 h; response scale: scaled: vehicle 0%, 10 µM genistein 100%; Potency, µM (doses to about 46.1 µM), inactives show top-dose activation, actives largely listed as activators; 380,000 tested, 1.1% active; AID 624202; also: nearly all actives have a fitted effect of over 80% in size; some results filed as inactive show a strong effect at the top dose
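MCF7-BRCA1-FFLuc, 2000 cells/well; 2 h attach, 37 °C/5% CO2; compound 48 h; luciferase substrate 15 min; luminescence end-point. Norm. to genistein 10 microM max activation and DMSO; concentration-response curves fitted.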
MBNL1 CUG block – blocks human MBNL1 binding to CUG repeat RNA. Q9NR56. TR-FRET MBNL1-His/biotin-(CUG)12 binding, 665/545 ratio. Potency, µM (top dose mostly 57.5 µM), without a hit: top-dose activity change, negative = inhibition, hits mostly inhibitors. 280,000 tested, 0.036% active; active = well fitted inhibition curve with a large enough effect in the signal ratio, with a control signal flat, not every such curve was filed as active; inconclusive = small, poorly fitted or top-dose-only effect, or effect the other way, or a change in a side signal; inactive = no such curve, though single readings can be large or run the other way; the % refers to the signal ratio; also: % is scaled to controls: 0 for no effect and ±100 for the full control effect
Target sequence (Q9NR56 whole entry, looked up): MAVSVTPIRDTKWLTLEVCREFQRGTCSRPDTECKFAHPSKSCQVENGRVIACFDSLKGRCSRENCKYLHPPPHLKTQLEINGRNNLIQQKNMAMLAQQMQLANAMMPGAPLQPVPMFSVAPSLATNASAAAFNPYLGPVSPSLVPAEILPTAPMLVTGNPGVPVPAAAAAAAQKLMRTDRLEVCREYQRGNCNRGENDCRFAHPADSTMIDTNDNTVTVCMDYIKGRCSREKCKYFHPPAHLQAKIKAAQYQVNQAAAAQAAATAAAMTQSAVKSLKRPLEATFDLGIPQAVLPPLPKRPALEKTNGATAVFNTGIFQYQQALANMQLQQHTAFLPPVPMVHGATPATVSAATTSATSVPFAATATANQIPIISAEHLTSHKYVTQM
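Ratiometric TR-FRET (665 over 545 nm, excitation 340 nm) tracks disruption of MBNL1-His/biotin-(CUG)12 complex after 60 min at room temperature, with compounds at 92 nM to 58 uM final.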
ELG1 genotoxic – induces genotoxicity in HEK293T cells with luciferase-tagged ELG1 | 330,000 tested, 1.3% active | HEK293T ELG1-luciferase reporter, luminescence, 16 h | Potency, µM (series often up to 46 µM), for inactives: top-dose activity change, positive = activation, usual class: activators; also: % of control where 0% means no effect; nearly all actives have a fitted effect of over 60% in size
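HEK293T cells expressing luciferase-tagged ELG1 were treated with compound or DMSO for 16 hr at 37°C. Luciferase activity was then read after 30 min with ONE-Glo at room temperature; rising signal flags genetic stress.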
FLuc modulator – inhibits or activates purified firefly luciferase, miR-21 counter-screen. 360,000 tested, 6.9% active. purified FLuc, Km substrates, luminescence inhibition. AID 588342. Potency, µM (doses to about 57.5 µM), without a hit: at the highest dose activity change, negative = inhibition, usual class: inhibitors;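 also: plate controls were vehicle for no effect and reference inhibitor for full effect; nearly all actives have a fitted effect of over 55% in size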
Target sequence (P08659 whole entry, looked up): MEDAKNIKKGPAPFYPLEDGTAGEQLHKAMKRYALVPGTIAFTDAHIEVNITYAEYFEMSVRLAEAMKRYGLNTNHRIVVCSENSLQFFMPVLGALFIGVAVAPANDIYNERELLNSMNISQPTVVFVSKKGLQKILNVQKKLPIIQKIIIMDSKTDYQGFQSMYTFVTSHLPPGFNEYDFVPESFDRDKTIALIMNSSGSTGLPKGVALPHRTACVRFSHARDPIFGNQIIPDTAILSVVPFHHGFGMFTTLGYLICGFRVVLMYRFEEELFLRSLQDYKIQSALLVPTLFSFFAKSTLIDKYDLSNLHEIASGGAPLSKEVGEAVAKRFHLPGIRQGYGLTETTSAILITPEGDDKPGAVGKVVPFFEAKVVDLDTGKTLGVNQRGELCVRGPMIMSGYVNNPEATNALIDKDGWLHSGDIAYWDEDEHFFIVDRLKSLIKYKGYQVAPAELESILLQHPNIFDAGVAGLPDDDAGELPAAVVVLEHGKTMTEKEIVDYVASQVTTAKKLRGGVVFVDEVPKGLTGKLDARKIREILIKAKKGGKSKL
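Biochemical qHTS of compounds, final roughly 60 µM downward over six points, against 10 nM purified firefly luciferase using Km concentrations of substrates (10 uM D-luciferin, 10 uM ATP) in Tris acetate pH 7.5 buffer; luminescence output.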
p53 reactivator – restores transcriptional activity of mutant p53; H1299 p53-A138V BP100-luciferase reporter, luminescence, 24 h; Potency, µM (doses to about 92.2 µM), for inactives: at the top dose activity change, positive = activation, usual class: activators; 320,000 tested, 0.063% active; also: % of control where 0% means no effect; nearly all actives have a fitted effect of over 45% in size
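p53-null H1299 cells stably carrying temperature-sensitive p53-A138V and a BP100-luciferase reporter were pinned with compounds (4-point, 1:5 series) and held 24 hrs at 37 deg C. Luminescence was read 10 min after detection reagent.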
VP16 counter – Gal4-VP16 reporter inhibition counter-screen | Drosophila S2 Gal4-VP16 UAS-luciferase, luminescence, 20 h | Potency, µM (top dose mostly 53.6 µM), for the others: top-dose activity, negative = inhibition, most hits filed as inhibitors | 310,000 tested, 3.5% active | AID 2546;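 also: Gal4-VP16 expression switched on by copper sulfate through the metallothionein promoter; % is scaled to controls: 0 for no effect and ±100 for the full control effect; nearly all actives have a fitted effect of over 50% in size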
Rab9 promoter act – activates the Rab9 promoter | Huh7 Rab9 promoter-luciferase reporter, luminescence, 24 h | Potency, µM (doses to about 9.22 µM), for inactives: at the highest dose activation, negative = inhibition, usual class: activators | AID 485297 | 320,000 tested, 2.8% active; also: % of control where 0% means no effect; nearly all actives have a fitted effect of over 60% in size
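Measured in stably transfected Huh7 cells bearing a Rab9 promoter–luciferase construct: 24 h compound treatment at 37 °C, followed by luminescence detection.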
Numbers without * were called inactive; u = inconclusive; x = no result given; & = joins results of further samples; [ ] = another dose, or the depositor's remark. Unless noted, calls follow the shape of the dose curve; as a rule, active = well fitted curve in the direction sought with a large enough effect; inconclusive = small, poorly fitted or top-dose-only effect, or another doubt; inactive = no such curve, though single readings can be large; an effect the other way counts as inactive or inconclusive. Potency is read from the fitted curve at half-maximal effect.

SMILES | NPC1 promoter act | RORg inh | MLL CXXC-DNA inh | uPA surface inh | BRCA1 expr act | MBNL1 CUG block | ELG1 genotoxic | FLuc modulator | p53 reactivator | VP16 counter | Rab9 promoter act
Cc1sc2c(c1C)c(=O)nc1scc(CC(=O)O)n12 | -1% | -14% | -3% | x | -1% | 2% | 1% | 0% | 0% | -3% | -1%
CN(C)c1ccc(C(=O)Nc2ccc(S(=O)(=O)Nc3nccs3)cc2)cc1 | 2% | -19% | 2% | -2% | 0% | u | 11% | u | 3% | -6% | 1%
CCOC(=O)C1CCCN(C/C=C/c2ccccc2)C1 (configuration not stated) | -1% | -15% | 2% | 0% | -18% | -4% | -1% | -1% | 6% | -1% | 2%
COc1cc(/C=C2\CCC(C3CCCC3)C2=O)ccc1OC(C)C (configuration not stated) | -5% | 30% | 5% | 7% | -19% | -4% | 17% | 15µM* | 13% | 20% | 0%[1.84 µM]
COc1cc(CCN2C(=O)c3cccc4cccc(c34)C2=O)c(S(=O)(=O)NCCCO)cc1OC | -1% | 7% | -1% | -3% | -23% | u | 1% | 21µM* | -8% | -13% | 3%
CN(C)S(=O)(=O)c1cccc(NC(=O)COC(=O)c2ccc3c(c2)OCO3)c1 | -1% | -4% | -11% | -11% | 24% | -11% | 3% | 0% | 2% | -1% | -5%
COc1cc2c(cc1OC)n(CC(=O)NC1CCCCCC1)n1c(C)cc(=O)nc21 | -2% | 10% | 5% | 2% | 12% | u | 12% | 0% | 7% | -5% | 10%
O=C(NNC1CC(=O)N(c2ccc(Cl)cc2)C1=O)c1ccccc1Cl (configuration not stated) | -4% | -19% | -1% | -2% | 9% | -9% | 1% | 0% | -5% | 3% | -5%
O=C(Nc1ccc(Br)cc1F)C1CCCN(S(=O)(=O)c2cnc[nH]2)C1 (configuration not stated) | 1% | 24% | -11% | -14% | 0% | 10% | -1% | 2% | -2% | 9% | 2%
CCc1ccc(S(=O)(=O)Nc2cc3c(cc2N2CCCCC2)n(C)c(=O)c(=O)n3C)cc1 | -1% | 1% | 10% | -20% | -26% | 16% | 0% | 5% | -3% | 4% | 0%
CC(C(=O)Nc1ccccc1Cl)N(c1ccccc1)S(C)(=O)=O (configuration not stated) | -2% | -28% | 26% | 9% | 16% | -16% | 0% | 6% | -1% | -3% | 1%
COc1cccc2cc(-c3nc4ccccc4[nH]3)c(=O)oc12 | 1.4µM* | 38%[1.91 µM] | 0% | -9% | 3.2µM* | 19% | u | 1.7µM* | x | -13% | 2.2µM*
COc1cccc(CNC(=O)CCC(=O)N2Cc3cccc(OC)c3Oc3ncccc32)c1OC | -1% | -10% | 2% | -9% | -25% | 3% | 3% | -2%&-7% | 0% | -5% | 0%
CCOc1ccc(S(=O)(=O)N(CC(=O)N/N=C/c2ccc(-c3ccc([N+](=O)[O-])cc3)o2)c2ccccc2)cc1 | -18% | 18% | 11% | -16% | -46% | u | -2% | 0% | 2% | -3% | -13%
Cc1ccc(-c2noc(-c3ccccc3C(=O)N3CCCC3)n2)cc1 | 10% | u | -6% | -5% | -16% | 8% | u | 24µM* | u | 16% | 5%
COc1ccc(OCc2nnc(SCC(=O)NC3CCCCC3)o2)cc1 | 0% | -1% | 0% | -10% | 20% | -7% | 0% | u | 5% | u | 5%
COc1ccc(C(=O)N2CCCC(CCC(=O)N3CCN(c4ccccn4)CC3)C2)cc1 (configuration not stated) | 0% | 17% | 7% | -1% | -3% | -8% | -11% | 2% | -10% | 8% | -3%
CCS(=O)(=O)N1CCCC(C(=O)Oc2ccc(Br)cc2)C1 (configuration not stated) | 0% | 23% | 2% | -7% | 22% | -2% | 0% | -8% | -2% | 6% | 0%
CC1(C)Cc2ccccc2-c2nnc(-c3ccccn3)n21 | 1% | 20% | -1% | x | 1% | -9% | 0% | -6% | -5% | 2% | 9%
CCCCC(=O)NC(c1ccc([N+](=O)[O-])cc1)c1c(O)ccc2ccccc12 (configuration not stated) | -2% | u | 1% | -7% | -85% | x | -11% | 3% | -1% | u | -4%
NC1=NC2(CCN(Cc3ccccc3)CC2)n2c(nc3ccccc32)N1 | -3% | -6% | 16% | 0% | -12% | u | 1% | -2% | -6% | u | -1%
CCC(C(=O)NCc1ccco1)n1nc(C)c2c(C)n(-c3ccccc3)nc2c1=O (configuration not stated) | -2% | 7% | -18% | 3% | 0% | -2% | 0% | 2% | -4% | -16% | 1%
O=C(Nc1cccc(C(F)(F)F)c1)c1ccco1 | 2% | u | -2% | -5% | 0% | 2% | 4% | -19% | -12% | u | -6%
COc1ccccc1C(=O)N/C(=C\c1cn(S(=O)(=O)N(C)C)c2ccccc12)C(=O)NCCN1CCOCC1 | -5% | -27% | 9% | -1% | -8% | 3% | -5%[9.26 µM] | 3% | 5% | -3% | 2%
C#CCOC(=O)c1ccccc1C(=O)OCC#C | u | 5% | -1% | -4% | -4% | -2% | 0% | 3% | -1% | -10% | -4%
(list continues)
SMILES | NPC1 promoter act | RORg inh | MLL CXXC-DNA inh | uPA surface inh | BRCA1 expr act | MBNL1 CUG block | ELG1 genotoxic | FLuc modulator | p53 reactivator | VP16 counter | Rab9 promoter act
Cc1ccccc1OCc1nc(-c2ccc(-n3cccc3)cc2)no1 | 2% | 26% | 12% | 2% | -15% | -1% | -1% | 1% | -2% | -14% | 11%
O=C(O)c1cc(NN=Nc2ccc(Br)cc2)cc([N+](=O)[O-])c1 | 10% | 16% | -7% | 0% | -5% | x | 0% | u | 5% | -9% | 0%
CC12CCC(C)(c3nc4ccccc4nc31)C2(C)C | -2% | -12% | -4% | -1% | -5% | -6% | -2% | 0% | -1% | 2% | -3%
CCC/C(=N\NC(=O)CNC(=O)/C=C/c1ccco1)c1ccccc1 | -4% | 15% | 12% | 14% | -5% | 2% | 7% | 3% | -23% | -12% | -3%
CC(C)c1ccc(NC(=O)CSc2nc(=O)n(CCCN3CCOCC3)c3c2CCC3)cc1 | 1% | x | x | -9% | -41% | x | 11% | 0% | -5% | x | 4%
CCc1c(SCCC(=O)O)nc2ccccc2c1C | -2% | -20% | -3% | 7% | -3% | 25% | 2% | u | -3% | 6% | -3%
Cc1ccccc1N1CCN(C2CCCN(C(=O)c3cc[n+]([O-])cc3)C2)CC1 (configuration not stated) | -3% | -11% | 22% | 2% | -11% | -7% | -3% | 3% | 1% | 4% | -8%
Cc1cccn2c(=O)c3cc(C(=O)NC4CCCC4)sc3nc12 | 1% | 25% | 2% | 5% | -13% | u | -1% | u | -11% | -3% | 27%
CC1=NN(c2ccccc2)C(=O)/C1=C/C=C/c1ccccc1 | 8% | u | u | 2% | -48% | 7% | -12% | u | -26% | 18µM* | 3%
O=C(NCC(=O)N(c1ccc(Cl)cc1)C(C(=O)NC1CCCC1)c1cccnc1)c1ccco1 (configuration not stated) | -1% | -4% | 5% | 3% | -50% | 1% | 2% | 1% | -1% | -2% | -1%
Cc1noc(C)c1COc1ccccc1C(=O)N1CCN(S(=O)(=O)c2cccc([N+](=O)[O-])c2)CC1 | -3% | x | x | -3% | -11% | x | 3% | 3% | u | x | -3%
CC1=NC2(CCCc3c2no[n+]3[O-])N(O)C1(C)C (configuration not stated) | 3% | 8% | -1% | 4% | 13% | -7% | -2% | -3% | 0% | 0% | 14%
Cn1cccc1CNC1CCCCC1 | 1% | 3% | 4% | -5% | 15% | 3% | -1% | 6% | 1% | 3% | -25%
CCOC(=O)Cc1nn(Cc2ccc(Cl)cc2)c(=O)c2ccccc12 | 0% | 1% | -7% | 6% | -6% | -1% | -3% | -12% | -2% | -3% | 2%
O=C(NNC(=O)c1ccccc1Cl)c1ccccc1Cl | 4% | -21% | 24% | -3% | 0% | -14% | 13% | -23% | 8% | -1% | -1%
CC(=O)c1ccc(OCCCC(=O)NCCc2ccccc2)cc1 | 2% | -21% | -7% | 4% | -2% | -5% | 7% | 1% | 3% | -16% | -3%
CCN(c1ccccc1)S(=O)(=O)c1cccc(C(=O)N(C)CCOc2ccccc2)c1 | 0% | x | x | -3% | -36% | x | -8% | 1% | -7% | x | -6%
CCNC(=S)NNC(=S)NCc1ccccc1 | -1% | 7.1µM* | 5% | 10% | -5% | -19%[11.5 µM] | -1% | -3% | -8% | u | -1%

3 entries out of the list above, arranged by their value in RORg inh, falling.
smiles	RORg inh
Cc1ccccc1OCc1nc(-c2ccc(-n3cccc3)cc2)no1	26%
CC1=NC2(CCCc3c2no[n+]3[O-])N(O)C1(C)C (configuration not stated)	8%
O=C(NNC(=O)c1ccccc1Cl)c1ccccc1Cl	-21%

Screening results from PubChem BioAssay.

These rows are one share of the data; the hit share may differ from the screen's.
